# Source: PubChem (several laboratories)
# HTR5A inv ctr: inverse agonist of human HTR5A in OPRM1-OPRD1 counter-screen; actives 0.083% (n = 340,000); P47898; HTR5A cell line, luminescence, inverse agonism; inhibition, % at 9.3 µM; in the data active = inhibition mostly above about 23%, no sharp cut-off; inactive = mostly below about 18%;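 note: 0% = cells with DMSO and 100% = no-cell wells with DMSO; some compounds called inactive have numbers as strong as hits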
# phage Ecoli inh: E. coli growth loss with phage present | growth absorbance | inhibition, % at 11.9 µM | actives 0.26% (n = 360,000) | AID 651602; in the data active = inhibition above about 11%
# AddAB inh: less growth of phage-infected E. coli with AddAB | E. coli expressing H. pylori AddAB, absorbance growth | inhibition, % at 11.9 µM | actives 0.29% (n = 330,000) | AID 435030; in the data active = inhibition above about 12%;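 note: 0% = vehicle wells of infected cells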
# Tat export inh: E. coli Tat transport inhibition | E. coli MC4100 TorA-mCherry Tat export, fluorescence | inhibition, % at 10 µM | actives 0.036% (n = 340,000);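 active = mean replicate inhibition at least 50% and at least half of replicates individually reaching 50%; inconclusive = only one of the two criteria met; inactive = neither criterion met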;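 note: exported cargo escapes ClpAP degradation while cytoplasmic cargo is degraded and loses fluorescence; 0% = median of neutral control wells and 100% = median of NaSCN control wells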
# DAGLB inhibitor: diacylglycerol lipase beta (human) inhibition | Q8NCG7 | HEK293T DAGLB membrane lysate, EnzChek fluorogenic substrate | inhibition, % at 5.17 µM | actives 0.059% (n = 340,000); in the data active = inhibition above about 34%;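 note: 0% = enzyme with vehicle and 100% = wells lacking enzyme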
# HTR5A ag ctr: counter-screen for OPRM1-OPRD1 agonists: human HTR5A agonism. P47898. HTR5A agonist assay, luminescence, cell-based. activation, % at 9.3 µM. actives 0.61% (n = 340,000). AID 504692; in the data active = activation mostly above about 9.5%, no sharp cut-off; inactive = mostly below about 7.6%;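 note: 0% = cells with vehicle only and 100% = reference agonist; strong numbers were not always called active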
# PKA-R1A act: activates the PKA-R1A holoenzyme complex. activation, % at 11.4 µM. actives 0.083% (n = 340,000). AID 504707. PKA-R1A dissociation, Cy5-IP20 fluorescence polarization; scaled: DMSO 0%, 113 µM cGMP 100%. P00514+P68181;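 active = percent activation above the mean of all tested compounds plus 3 SD, cut at about 19% in these data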;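 note: higher means more PKAc released from R1A so a rise in polarization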
# PKA-R2B act: activators of human PKA-R2B complex; P22694+P31323; PKA-R2B holoenzyme dissociation, Cy5-IP20 fluorescence polarization; R2B truncated from residue 108, S112A mutant; 0% DMSO only, 100% 113 µM cGMP; activation, % at 11.4 µM; actives 0.079% (n = 340,000);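 active = activation above a cutoff set at the mean over all compounds plus 3 SD, cut at about 18% in these data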;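 note: higher means more holoenzyme dissociation and a rise in polarization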
# Target sequence (P31323 whole entry, looked up, other chains not shown, the tested form may be a part): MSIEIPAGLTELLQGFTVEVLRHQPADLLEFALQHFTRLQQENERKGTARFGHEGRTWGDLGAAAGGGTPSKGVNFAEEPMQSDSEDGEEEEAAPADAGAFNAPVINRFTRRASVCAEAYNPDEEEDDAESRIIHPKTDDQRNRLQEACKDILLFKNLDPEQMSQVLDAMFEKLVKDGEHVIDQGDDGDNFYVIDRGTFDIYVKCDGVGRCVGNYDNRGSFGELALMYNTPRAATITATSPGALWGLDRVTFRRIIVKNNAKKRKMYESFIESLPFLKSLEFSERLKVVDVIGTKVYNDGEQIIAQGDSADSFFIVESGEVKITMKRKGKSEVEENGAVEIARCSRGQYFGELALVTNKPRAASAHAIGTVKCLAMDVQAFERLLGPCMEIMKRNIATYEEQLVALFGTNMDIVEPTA
# CDK5 inh: CDK5/p35 (human) kinase inhibition; Q00535+Q15078; Recombinant CDK5/p35, ADP-Glo luminescence, 60 min; inhibition, % at 10 µM; actives 0.01% (n = 330,000);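 active = highest replicate inhibition of at least 50% and at least 75% of replicates reaching 50%; inconclusive = only one of the two criteria met; inactive = both criteria failed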;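 note: plate controls were DMSO neutral control for no effect and GW8510 at 10 µM for full effect; many of its hits are not listed in these tables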
# Target sequence (Q00535 whole entry, looked up): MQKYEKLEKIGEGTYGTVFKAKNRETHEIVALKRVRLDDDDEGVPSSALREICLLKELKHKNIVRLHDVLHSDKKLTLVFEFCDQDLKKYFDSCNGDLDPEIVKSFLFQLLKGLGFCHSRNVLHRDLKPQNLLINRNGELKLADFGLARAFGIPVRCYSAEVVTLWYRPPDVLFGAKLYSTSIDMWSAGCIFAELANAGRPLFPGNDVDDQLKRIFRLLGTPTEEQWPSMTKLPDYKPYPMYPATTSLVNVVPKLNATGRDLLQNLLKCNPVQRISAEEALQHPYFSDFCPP
# Target sequence (Q15078 whole entry, looked up): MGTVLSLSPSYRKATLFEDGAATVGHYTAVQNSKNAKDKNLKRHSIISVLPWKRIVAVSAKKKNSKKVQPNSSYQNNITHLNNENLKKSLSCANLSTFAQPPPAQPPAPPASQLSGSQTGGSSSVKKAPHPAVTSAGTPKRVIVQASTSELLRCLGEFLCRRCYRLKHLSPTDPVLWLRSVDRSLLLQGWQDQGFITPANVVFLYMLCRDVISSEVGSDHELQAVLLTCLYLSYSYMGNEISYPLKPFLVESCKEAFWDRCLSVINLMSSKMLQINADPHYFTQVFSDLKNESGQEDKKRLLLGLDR
# Ecoli viability: bacterial growth inhibition, counter-screen for AddAB inhibitors; AID 449728; actives 0.27% (n = 330,000); inhibition, % at 11.9 µM; E. coli V3065 growth, OD600 absorbance, 18 h;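 active = inhibition above the campaign's mean inhibition across all tested compounds plus 3 SD, cut at about 9.9% in these data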;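 note: uninfected addAB+ strain grown without phage in ampicillin broth; 0% = DMSO wells and 100% = ciprofloxacin 0.95 µg/ml wells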
# SUMO Mot1 rescue: SUMOylation pathway inhibition by Mot1-301 growth rescue; S. cerevisiae Mot1-301 growth rescue, ATP luminescence, 38.5C; percent above DMSO median, 100 means doubled; growth rescue, % at 18.8 µM; actives 1% (n = 320,000);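 active = every valid replicate shows activation above 250% relative to neutral control wells; inactive = the rest, any valid replicate at or below 250%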;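 note: OY570 slx delta 5 strain wells were the positive control but not used for scaling; some compounds called inactive have numbers as strong as hits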
# Active calls of the source: *; ? = inconclusive; nt = not tested or not shown.
# Second line of a record – HTR5A inv ctr	phage Ecoli inh	AddAB inh	Tat export inh	DAGLB inhibitor	HTR5A ag ctr	PKA-R1A act	PKA-R2B act	CDK5 inh	Ecoli viability	SUMO Mot1 rescue
1	COc1cccc(NC(=O)CN2C(=O)CSc3ccc(S(=O)(=O)N4CCCCC4)cc32)c1
  18	0.0	5.5	2	2	-3	5	5	0.4	-2.9	9
2	CC(C)Cc1oc(C(=O)O)cc1CN
  11	0.1	-0.8	0	0	-4	-5	-9	2.6	-5.2	4
3	CCCC1=NN(C(=O)Cc2ccc([N+](=O)[O-])cc2)C(O)(C(F)(F)F)C1 (stereo not given)
  -11	5.2	3.9	22	-1	4	-8	-2	-0.7	1.1	251
4	COc1ccc(Nc2ccc(Cl)nn2)cc1
  12	4.4	2.2	-4	0	-3	-7	3	-0.6	0.5	-11
5	CCC(=O)Nc1cccc(SC)c1
  15	3.3	-0.3	-3	-4	13*	-6	13	nt	-0.1	202
6	CSc1ccccc1NC(=O)c1cc(-c2ccco2)on1
  -27	-1.4	3.2	-6	-7	10	-7	-7	-1.8	0.8	144
7	COc1ccccc1-c1cc(C(=O)N/N=C/C=C/c2ccccc2[N+](=O)[O-])c2ccccc2n1
  -8	2.2	-1.2	-8	-1	-1	-4	-9	-0.2	0.2	20
8	Cc1cc(SCC(=O)N2CCN(C(=O)c3ccco3)CC2)c(C)cc1Br
  9	-0.4	2.0	1	-2	-3	-10	-8	0.9	0.2	-14
9	Cc1ccoc1C(=O)N1CCCCC1C(=O)O (stereo not given)
  -3	3.4	4.2	0	1	1	0	-2	-6.5	5.7	5
10	COc1ccc(/C(O)=C2\C(=O)C(=O)N(CCN(C)C)C2c2cc(OC)c(OC)c(OC)c2)c(C)c1 (stereo not given)
  3	1.3	1.6	6	1	-1	-8	0	-0.9	-0.9	-12
11	Fc1cccc(-n2c(-c3ccco3)nc3nc4ccccc4nc32)c1
  -3	-1.6	1.3	-8	-7	1	-2	-13	12	-1.0	nt
12	CCC(=O)Nc1ccc(S(=O)(=O)Nc2cccc(C)c2)cc1OC
  12	1.7	6.0	18	0	3	4	6	0.3	0.5	-9
13	C=CCn1c(=O)c(C(=O)NCc2ccccc2)c(O)c2ccccc21
  -5	9.9	11	1	-18	2	-7	-12	0.0	11*	-18
14	COc1ccc(-c2cc(C)no2)cc1S(=O)(=O)NCCCN1CCCCCC1
  -8	-1.6	-1.1	?	-1	1	4	-3	-0.6	-1.6	-22
15	O=S(=O)(Oc1ccc(C(=S)N2CCOCC2)cc1)c1ccc(Cl)cc1
  23	3.5	2.3	11	-6	7	-4	-3	-0.6	0.5	-15
16	COc1ccc(CCNC(=O)CSc2nc(O)c(C(C)C)c(=O)[nH]2)cc1OC
  -5	1.4	1.3	2	2	-4	1	-3	-0.4	-2.9	-14
17	CCN(C(=O)COC(=O)c1ccc(OC)c(S(=O)(=O)N2CCCc3ccccc32)c1)C1CCS(=O)(=O)C1 (stereo not given)
  6	3.4	-2.2	-4	1	-3	-9	3	1.2	0.8	35
18	O=C(COC(=O)c1ccc(N2CCCC2=O)cc1)c1ccccc1
  -11	4.1	3.8	11	-3	4	-2	-7	-4.3	-0.4	35
19	Cc1cccc(Cn2nnc3ccccc32)c1O
  -20	0.0	3.7	-3	0	-1	-3	-9	-2.0	3.9	-18
20	O=C(Nc1ccccc1C(=O)NCC1CCCO1)c1ccc(Cl)cc1Cl (stereo not given)
  -8	2.3	0.4	0	-2	2	-5	-6	-2.2	-0.4	-1
21	CCc1nc2nc(C)c(NS(=O)(=O)c3ccc(C)c(C)c3)c(=O)n2[nH]1
  -11	1.7	2.2	24	0	4	1	9	-2.3	-2.3	49
22	CC(Oc1ncnc2ccccc12)C(=O)Nc1cccc(S(=O)(=O)N2CCOCC2)c1 (stereo not given)
  13	4.1	1.1	0	-1	4	-12	-13	0.1	1.8	8
23	O=C(Nc1ccccc1)N1CCN(Cc2ccc3c(c2)OCO3)CC1
  -4	2.1	5.0	3	-1	2	-6	0	-0.8	-2.2	2
24	O=C1OCCN1C(=O)[C@H]1[C@H](c2ccc(Cl)cc2)C(c2ccc(F)cc2)=NN1c1ccc(Br)cc1
  1	1.9	2.7	0	-3	0	-9	-10	2.0	0.9	nt
25	COc1cc2c(cc1OC)C(COc1ccc(F)cc1)N(C(=O)c1ccco1)CC2 (stereo not given)
  -36	0.4	-0.6	-5	1	-2	-8	-4	0.1	-2.3	67
26	COc1ccc(OC)c(-n2c(=S)[nH]c3c(sc(=S)n3-c3ccccc3)c2=O)c1
  2	0.1	-1.1	1	-5	-1	-11	-4	-0.7	-0.3	12
27	Cc1cc(/C=C2/NC(=O)NC2=O)c(C)n1-c1ccncc1
  0	0.6	-0.6	-6	2	0	-1	1	-4.6	0.2	3
28	O=C(Cn1cnc2c(OCc3ccccc3)ncnc21)NCc1ccc2[nH]ccc2c1
  nt	3.6	2.9	17	-4	nt	-10	-2	3.9	-3.0	-6
29	CCOC(=O)CSc1nnc(CNC(=O)c2ccc(OC)cc2)n1C1CCCCC1
  -16	0.9	-0.3	-3	3	5	1	1	-0.5	3.5	89
30	CC1CN=C(c2ccccc2)O1 (stereo not given)
  9	3.9	nt	-2	4	-2	6	2	-0.5	nt	nt
31	COc1ccc(C(=O)NCCSc2ccccc2)cc1OC
  -3	4.3	1.5	-6	0	1	-11	-6	0.8	-1.3	-13
32	COc1ccc(NC(=O)Cn2c(=O)sc3ccccc32)cc1
  -26	1.2	0.8	-1	0	4	4	-1	0.0	-0.9	-18
33	Cc1c(-c2ccccc2)nc(-c2ccccc2)[nH]c1=O
  3	2.5	2.6	-4	-2	-1	-6	-8	0.1	0.6	-1
34	Cc1cc(C(=O)OCC(=O)N2c3ccccc3CC2C)c(C)o1 (stereo not given)
  -17	3.7	1.6	2	-6	6	-7	-4	1.7	-1.8	nt
35	COCN(C#N)c1nc(N(C)C)nc(N(C)C)n1
  -6	4.9	2.7	-33	-4	1	-1	11	-0.3	2.0	-11
36	CC(C)(C)C(=O)COC(=O)c1ccc2c(c1)C(=O)N(Cc1ccco1)C2=O
  -17	1.7	2.8	-1	-2	-3	-9	-1	-1.9	-1.6	79
37	COC(=O)CNc1nc(Cl)nc(Nc2ccc(C)cc2)n1
  -16	6.3	1.1	1	-2	6	3	-2	-0.5	0.6	-3
38	COc1ccc(-n2cc(CN(C)C3CCOCC3)c(-c3cccc(F)c3)n2)cc1
  8	2.4	5.2	5	-2	-3	2	-7	1.1	-1.3	-18
39	CCOC(=O)c1[nH]cnc1C(=O)Nc1ccccc1C
  -14	3.6	8.2	-2	2	3	7	-2	-0.7	5.0	63
40	CN(C)CCCNC(=O)C[C@H]1C[C@H](C(=O)N2CCCCC2)[C@@]2(C)c3[nH]c4ccc(Cl)cc4c3CCN2C1=O
  -4	-0.3	-0.2	-2	0	1	1	0	-0.1	-0.4	nt
41	Cc1cccc(OCCOC(=O)CN2C(=O)NC3(CCCC3)C2=O)c1
  1	1.9	-0.7	11	1	-1	3	0	-1.7	3.9	358
42	COC(=O)C1=C(CS(=O)(=O)c2ccc(Cl)cc2)NC(=O)NC1c1ccc(O)cc1 (stereo not given)
  34	2.4	4.9	-1	-2	0	-5	-2	0.2	2.2	3
43	Cc1cc(C(=O)COC(=O)C2=NNC(=O)CC2)c(C)n1-c1ccc(OC(F)F)cc1
  10	1.6	1.6	10	0	-1	-9	0	-0.1	1.6	nt
44	COc1cc(NC(=O)C2CC(=O)N(CCc3ccc(F)cc3)C2)cc(OC)c1OC (stereo not given)
  1	-0.6	4.4	0	1	0	1	-4	-0.4	0.4	-11
45	O=C(c1cc2cc(Cl)ccc2oc1=O)N1CCCC1
  -8	3.1	-1.2	-3	-2	3	-9	0	0.7	1.2	1
46	COC(=O)/C(=C\c1c[nH]c2ccccc12)NC(C)=O
  17	4.8	1.1	1	-2	5	1	12	-1.2	0.6	-10
47	CC(=O)NC(CCS(C)(=O)=O)C(=O)Nc1c(F)cccc1F (stereo not given)
  7	2.1	4.5	-1	3	-3	-1	-3	-0.9	2.7	131
48	O=C(Cc1ccsc1)Nc1ccc(Cl)cc1Cl
  24	2.1	2.1	-2	-7	4	-3	-16	-1.7	-0.1	17
49	COc1cc2[nH]c(=O)n(CCCC(=O)N3CC=C(c4ccccc4)CC3)c(=O)c2cc1OC
  3	2.6	0.7	0	2	-1	5	-6	-1.3	-2.2	11
50	CCn1nc(C)c([N+](=O)[O-])c1C(=O)NNC(=O)c1ccc(Cl)cc1
  8	2.1	-2.5	?	-1	2	4	7	-0.7	-2.0	38
51	NC(=O)c1c(NC(=O)CSc2nnc(Cc3ccccc3)n2Cc2ccco2)sc2c1CCC2
  -11	1.5	-0.3	4	-2	3	2	3	0.1	-0.8	-7
52	CCn1c(SCC(=O)Nc2ccc3c(c2)n(C)c(=O)n3C)nnc1-c1ccncc1
  4	-0.1	1.5	-12	-1	-2	-2	1	-3.0	1.7	-1
53	Oc1ccc(C[C@@H]2CNCCN2CC2(c3ccccc3)CC2)cc1
  -2	4.2	-1.4	-5	-2	-1	9	-6	1.2	-0.1	-15
54	CC(=O)Oc1ccc(N2C(=O)C3C(C2=O)C(C(=O)c2ccc(Cl)cc2)N2CCCC32)cc1 (stereo not given)
  16	2.5	-0.3	3	-5	0	4	9	1.7	1.2	-6
55	COc1ccc(C(=O)Nn2c(C)ccc2C)cc1OC
  -7	2.1	-2.5	-8	-2	2	5	-1	-1.0	0.2	-18
56	O=C(Cc1cccs1)Nc1cccc(-c2nnc(-c3ccco3)o2)c1
  3	5.9	1.2	6	0	-1	-3	-11	0.7	-3.7	522*
57	Cc1ccc(C(C)NC(=O)c2c(C)noc2C)cc1C (stereo not given)
  2	-0.1	0.9	-2	-1	3	-8	0	2.9	-1.8	-13
58	CCn1c(Cc2ccccc2)nnc1SCC(=O)c1cccc([N+](=O)[O-])c1
  -4	0.1	0.4	-1	4	2	7	-2	-3.0	-1.9	-5
59	CCOc1ccc(N(CC(=O)NCc2ccccc2)S(=O)(=O)c2c(C)noc2C)cc1
  -8	0.8	1.9	0	-3	3	6	5	0.2	-0.1	-3
60	O=C(CSc1nnc(NC(=O)c2ccccc2)s1)NCc1ccco1
  -25	1.5	4.8	-3	1	2	1	-2	0.5	0.3	8

# (further entries)
# Second line of a record – HTR5A inv ctr	phage Ecoli inh	AddAB inh	Tat export inh	DAGLB inhibitor	HTR5A ag ctr	PKA-R1A act	PKA-R2B act	CDK5 inh	Ecoli viability	SUMO Mot1 rescue
61	COc1ccc(-c2noc(CCC(=O)Nc3cccnc3)n2)cc1OC
  4	2.9	2.1	14	0	2	-10	6	-2.4	-0.9	163
62	CN(C(=O)c1cccc(NC(=O)C2CCN(C(=O)OC(C)(C)C)CC2)c1)C1CCCCC1
  -7	2.7	1.4	8	-2	0	5	6	2.1	-1.6	-16
63	COCCn1cnc2c1c(=O)n(CC(=O)NCC(F)(F)F)c(=O)n2Cc1ccccc1
  21	1.2	-0.5	-3	-4	-6	2	-4	-0.1	-0.3	164
64	COC(=O)C(C)(C(=O)OC)c1ccccc1[N+](=O)[O-]
  16	4.9	4.1	-3	1	-3	-2	-5	-0.9	0.4	7
